RmlCD inh 1536 = blocks M. tuberculosis RmlC and RmlD coupled enzymes | inhibition, % at 3.6 µM | hit rate 0.03% among 160,000 | P9WH09+P9WH11 | RmlC+RmlD coupled enzyme assay, percent inhibition; primary screen in compound mixtures | AID 1533; in the data active = inhibition mostly above about 34%, no sharp cut-off; inconclusive = no clear call, values can overlap the other calls; inactive = mostly below about 22%; also: some results filed as inactive read as strong as hits
Target sequence (P9WH09 whole entry, looked up): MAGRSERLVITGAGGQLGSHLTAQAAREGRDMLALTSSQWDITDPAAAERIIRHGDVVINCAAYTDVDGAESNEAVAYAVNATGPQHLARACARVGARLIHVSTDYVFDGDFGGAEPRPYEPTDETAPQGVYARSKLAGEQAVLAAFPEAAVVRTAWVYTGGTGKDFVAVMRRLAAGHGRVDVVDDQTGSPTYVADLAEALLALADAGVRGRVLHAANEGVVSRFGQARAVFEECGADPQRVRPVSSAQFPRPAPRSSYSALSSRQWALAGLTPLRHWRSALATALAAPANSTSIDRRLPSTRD
Target sequence (P9WH11 whole entry, looked up): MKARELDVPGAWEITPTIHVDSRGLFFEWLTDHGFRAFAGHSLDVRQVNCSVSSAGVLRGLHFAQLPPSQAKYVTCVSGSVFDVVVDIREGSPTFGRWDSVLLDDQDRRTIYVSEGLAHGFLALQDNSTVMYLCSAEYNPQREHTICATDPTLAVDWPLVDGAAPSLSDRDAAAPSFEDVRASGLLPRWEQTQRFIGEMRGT
M. tuberculosis GlmU = inhibition of mycobacterial GlmU enzyme – biochemical, glucosamine-1-phosphate acetyltransferase (AID 1376); M. tuberculosis GlmU acetyltransferase enzyme assay; higher % means a stronger effect; inhibition, %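 (tested at 30 µM in the primary screen)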, or IC50 in µM where a hit was titrated; hit rate 0.25% among 220,000; in the data active = inhibition above about 13%; inconclusive = no clear call, values can overlap the other calls;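 also: 0% = complete reaction with vehicle and 100% = reaction without substrate; strong numbers were not always called active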
The depositor's hits bear a star; ? = inconclusive; . = not tested or not shown. A portion of the library; the hit share may differ from the screen's.

Values in the order – RmlCD inh 1536 | M. tuberculosis GlmU
CC(=O)C1=C(C)OC2(O)c3ccccc3C(=O)C12O (stereo unspecified)
  6 | -6.0%
COc1ccccc1NC(=O)CSc1nnc(-c2ccncc2)n1CC1CCCO1 (stereo unspecified)
  . | 4.5%
O=C(/C=C\c1cccs1)N1CCN(Cc2ccc3c(c2)OCO3)CC1
  -14 | 2.2%
NC(=S)N1CCCc2ccccc21
  . | -1.2%
CCN(CC)S(=O)(=O)c1cc(C(=O)OCC(=O)NC(=O)c2cccn2C)ccc1C
  -1 | 2.6%
CCOC(=O)C(C)Sc1nc2c(c(=O)[nH]c(=O)n2C)n1Cc1ccc(Cl)cc1 (stereo unspecified)
  . | 0.1%
CCCNC(=O)C1CC(c2cccc(F)c2)=NO1 (stereo unspecified)
  . | -2.5%
N#CCCn1c(SCC(=O)NCCc2ccc(F)cc2)nc2ccccc21
  8 | 3.7%
OC(COc1ccc2ccccc2c1Br)Cn1cnc(-c2ccccc2)c1 (stereo unspecified)
  . | -9.5%
Cc1cc(NC(=O)c2cc3cccc([N+](=O)[O-])c3[nH]2)ccc1F
  5 | 9.7%
Cc1ccc(S(=O)(=O)N2CCOCC2)cc1NC(=O)COC(=O)c1n[nH]c(=O)c2ccccc12
  3 | 52%
COc1ccc(S(=O)(=O)N2CC(O)C[C@H]2C(=O)OCC(=O)N2CCCCCC2)cc1 (stereo partly specified)
  2 | -4.1%
O=C(CNS(=O)(=O)c1ccccc1)NCC(=O)OCc1ccccc1F
  -10 | 0.7%
O=C1C2C3C=CC(C3)C2C(=O)N1CCCCN1C(=O)C2C3C=CC(C3)C2C1=O (stereo unspecified)
  2 | 4.8%
COC(=O)C1=C(C)OC(N)=C(C#N)C1c1ccco1 (stereo unspecified)
  . | 3.8%
CCOC(=O)c1cc2c(=O)n3cccc(C)c3nc2n(CC(C)C)c1=NC(=O)c1ccco1
  -6 | -6.0%
CCCNC(=S)N(Cc1ccccc1)Cc1nc2ccccc2c(=O)[nH]1
  6 | 5.8%
COC(=O)c1c(NC(=O)CSc2nnc(CNc3ccc(Cl)cc3)o2)sc(C)c1C
  0 | 4.8%
Cc1ccc(SCC(=O)c2ccc(CC(=O)O)s2)cc1
  . | 2.0%
CC(=O)Nc1ccc(S(=O)(=O)N2c3ccccc3NC(=O)CC2C)c(Cl)c1 (stereo unspecified)
  -3 | 3.1%

Whole records as entered above. Order of values: RmlCD inh 1536	M. tuberculosis GlmU
Results for COC(=O)C1=C(C)OC(N)=C(C#N)C1c1ccco1 (stereo unspecified) → .	3.8%
Results for COc1ccc(S(=O)(=O)N2CC(O)C[C@H]2C(=O)OCC(=O)N2CCCCCC2)cc1 (stereo partly specified) → 2	-4.1%
Results for Cc1cc(NC(=O)c2cc3cccc([N+](=O)[O-])c3[nH]2)ccc1F → 5	9.7%
Results for O=C(/C=C\c1cccs1)N1CCN(Cc2ccc3c(c2)OCO3)CC1 → -14	2.2%
Results for CCOC(=O)C(C)Sc1nc2c(c(=O)[nH]c(=O)n2C)n1Cc1ccc(Cl)cc1 (stereo unspecified) → .	0.1%

Further structures
Values in the order – RmlCD inh 1536 | M. tuberculosis GlmU
COc1ccc(C(=O)N2CCN(c3ccccn3)CC2)cc1[N+](=O)[O-]
  -10 | 0.6%
COc1ccc(C(=O)NC(=S)Nc2ccc(Cl)c(C(=O)O)c2)cc1
  . | -0.6%
CCOc1ccccc1C(=O)NCc1ccco1
  . | -1.0%
CCOc1cc2[nH]c(=O)n(Cc3ccc(C(=O)NCCCN4CCCC4=O)cc3)c(=O)c2cc1OCC
  3 | 1.0%
COC(=O)c1c(NC(=O)c2ccccc2)sc(Cc2ccccc2)c1C
  9 | -3.1%
CCCCOC(=O)C1=C(N)OC2=C(C(=O)CCC2)[C@]12C(=O)N(C)c1ccccc12
  . | 0.4%
O=C(N/N=C/c1cccc(OCc2ccccc2)c1)c1cccs1
  . | -3.4%
Cc1ccc(NC(=O)COC(=O)/C=C/c2cccc(Cl)c2)cc1S(=O)(=O)N1CCOCC1
  -9 | 2.1%
Cc1cc(-c2c(C)[nH]n(-c3ccc(Cl)cc3)c2=O)n(-c2ccc(Cl)cc2)n1
  -7 | -0.1%
CCOC(=O)c1cn2nc(Oc3ccc(NC(C)=O)cc3)ccc2n1
  -3 | 2.9%
COCCCNc1nnc(Cc2ccccc2)c2ccccc12
  -3 | -2.2%
Clc1ccccc1Cc1noc(CN2CCN(Cc3ccccn3)CC2)n1
  -14 | 6.1%
Cc1ccc(C(=O)Nc2ccc(N3CCCC3)cc2)c(C)c1
  1 | -7.3%
O=C(Nc1nnc(C2=COCCO2)o1)c1ccc(S(=O)(=O)N2CCOCC2)cc1
  1 | -4.7%
O=C(Nc1ccc(F)cc1)C(c1ccccc1)N1CCN(C(=O)c2ccco2)CC1 (stereo unspecified)
  8 | 2.2%
O=C(Nc1cccnc1)c1ccc(S(=O)(=O)N2CCCCCC2)cc1
  6 | -1.2%
Clc1ccc(-c2ncc3ccccn23)cc1
  -10 | 5.4%
O=C(Cc1ccc([N+](=O)[O-])cc1)N1N=C(C2CC2)CC1(O)C(F)(F)F (stereo unspecified)
  36 | -6.4%
Cc1ccc(NC(=O)CCn2c(=O)oc3ccccc32)c(C)c1
  . | 0.7%
Cc1cc(C)c(C)c(C(=O)COC(=O)CNC(=O)CN2C(=O)c3ccccc3C2=O)c1C
  2 | 4.4%

(more compounds)
Values in the order – RmlCD inh 1536 | M. tuberculosis GlmU
CC(C)(C)NC(=O)c1ccc2c3c(cccc13)CC2
  ? | 1.2%
CCOC(=O)N1CCN(C(=O)CSc2ccc3nnc(-c4ccncc4)n3n2)CC1
  0 | 3.0%
CC(=O)N1Cc2cc([N+](=O)[O-])ccc2Oc2ccccc21
  8 | -2.6%
O=C(Nc1ccc(S(=O)(=O)NCC2CCCO2)cc1)c1ccccc1 (stereo unspecified)
  . | -0.5%
O=C(OCC(=O)N1CCc2ccccc21)c1c2c(nc3ccccc13)CCCCC2
  4 | -2.1%
COc1ccc(Oc2ccc3c(C(F)(F)F)cc(C(F)(F)F)nc3n2)cc1
  -11 | -4.2%
COc1ccc(C(=O)NC(=S)Nc2ccc(N3CCCC3)cc2)cc1OC
  . | 2.0%
O=C(NCC1CCCO1)C1CCN(C2CCN(C(=O)C3CCCCC3)CC2)CC1 (stereo unspecified)
  . | 2.1%
Cn1c(=O)c2c(nc(SCc3cccnc3)n2Cc2ccc(F)cc2)n(C)c1=O
  . | -1.1%
O=C(CSc1nc2ccccc2o1)NC1CCCC1
  -12 | -2.8%
CN(C)CC#CCOC(c1ccccc1)c1ccccc1
  -10 | 7.7%
COc1ccc(N2CCN(Cc3cc(=O)oc4ccc(C)cc34)CC2)cc1
  . | -2.6%
CN(C)CCCN(C(=O)c1ccc(N2C(=O)CCC2=O)cc1)c1nc2c(F)cccc2s1
  -7 | -4.1%
Cc1ccc(C(=O)NNC(=O)CSc2nc(N)cc(N)n2)cc1
  . | 1.0%
c1ccc(Cn2nnnc2C(c2cccs2)N2CCOCC2)cc1 (stereo unspecified)
  . | 6.3%
CCn1c(C)[n+](Cc2ccccc2)c2ccc(Cl)cc21
  -7 | -4.1%
CCCCN(C(=O)CC(c1ccccc1)c1ccccc1)c1c(N)n(CCC)c(=O)[nH]c1=O
  -6 | -0.3%
Cc1nn(CCCC(=O)Nc2sc3c(c2C#N)CCC3)c(C)c1[N+](=O)[O-]
  2 | -0.8%
O=C(O)c1cc(=O)cc(C(=O)O)[nH]1
  14 | -1.2%
COc1ccc(-c2cc(C(F)(F)F)c(C#N)c(=O)[nH]2)cc1
  -12 | 2.9%

Additional entries follow:
Values in the order – RmlCD inh 1536 | M. tuberculosis GlmU
NC(=O)c1cccnc1Nc1cccc([N+](=O)[O-])c1
  -8 | 3.2%
CCOC(=O)C1=C(C)NC(C)=C(C(=O)OCC)C1c1ccc(Br)o1
  -12 | 0.4%
CCOC(=O)c1c(NC(=O)CN2CCCc3ccccc32)sc(C(C)=O)c1C
  2 | -2.0%
CN(C)c1ccc(C(=O)OCC(=O)N2CCOCC2)cc1
  -5 | -1.1%
O=C(CSc1ncnc2c1cnn2CCc1ccccc1)Nc1cccc(C(F)(F)F)c1
  . | -1.8%
CC(=O)NS(=O)(=O)c1ccc(NC(=O)/C=C/c2ccccc2Cl)cc1
  . | -0.2%
CCOC(=O)c1cc2c(=O)n3ccccc3nc2n(CCOC)c1=NC(=O)c1c(-c2c(F)cccc2Cl)noc1C
  -5 | -7.8%
Cc1ccc(NCC(=O)N=Nc2c(O)[nH]c3ccc([N+](=O)[O-])cc23)cc1
  -10 | -1.7%
CCNC(=S)Nc1ccc(Cl)cc1Cl
  -4 | 7.5%
Cc1cc(-c2n[nH]c(=S)n2/N=C/c2ccc(C)o2)n[nH]1
  . | 0.8%
O=C(COc1ccccc1)NCc1nnc2c3ccccc3c(-c3ccccc3)nn12
  12 | 0.7%
C1CCc2c(nc3nnnn3c2N2CCOCC2)C1
  9 | -2.2%
Cc1cc(C)c(C)c(Oc2ncnc(N)c2[N+](=O)[O-])c1
  3 | 6.0%
O=C(COc1ccc2ccccc2c1)N1CCN(c2ccccc2O)CC1
  -4 | -2.2%
COC(=O)C1=C(C(=O)OC)[C@@H]2N(Cc3ccccc3)c3ccccc3[C@@]23C[C@@H](C(=O)OC)N(C(=O)C2CCC2)C3=N1
  . | -2.1%
O=C(CN1C(=O)c2ccccc2S1(=O)=O)Nc1cccnc1
  . | 4.4%
Cc1nn(Cc2ccccc2)c(Cl)c1/C=N/NC(=O)c1cccnc1
  8 | 1.6%
C[C@]12CCC(=O)C=C1CC[C@@H]1[C@@H]2CC[C@]2(C)C(=O)CC[C@@H]12
  . | -4.1%
CC1=CC=CC2=N/C(=N\S(=O)(=O)c3ccc(F)cc3F)c3ccccc3CN12
  -11 | -2.1%
CN(C)C(=O)Cn1c(=O)n(C)c2ccccc21
  . | 1.1%

(continued)
Values in the order – RmlCD inh 1536 | M. tuberculosis GlmU
CC1N(C)c2cccc3cccc(c23)N1C
  . | 0.6%
CC(=O)Oc1ccc([N+](=O)[O-])cc1N1C(=O)c2ccccc2C1=O
  . | 2.7%
O=C(O)c1c2c(nc3ccccc13)CCCCC2
  -5 | 4.1%
COC(=O)c1cc(=O)nc2sc3ccccc3n12
  . | -0.3%
Cc1ccc(N2C(=O)CC(Cc3cc(C)cc(C)c3)C2=O)cc1 (stereo unspecified)
  5 | 3.5%
COc1cc(C(=O)c2ccccc2)c(OC)cc1C(=O)Nc1ccc(O)cc1
  -4 | -1.4%
Cc1nonc1-c1nc(-c2nonc2N)n[nH]1
  . | -1.0%
S=c1[nH]c2cc(Br)cnc2[nH]1
  8 | 4.3%
Cc1ccc2nc(CSc3nnc(-c4ccncc4)n3C)cc(=O)n2c1
  -9 | -3.7%
CC(c1ccccc1)n1cc(C(=O)NCc2ccncc2)nn1 (stereo unspecified)
  6 | -0.6%
Cc1ccc(/C=N/Nc2ncnc3nc[nH]c23)cc1
  5 | 5.3%
O=C(c1cccc(Br)c1)N1CCN(C(=O)c2cccc(Br)c2)CC1
  -5 | -1.0%
O=C(CCn1c(=O)oc2ccccc21)NCCCN1CCCC1=O
  -9 | 3.6%
CN1CCCN(C(=O)c2cc(-c3cccc4ccccc34)nc3ccccc23)CC1
  -10 | 0.1%
O=C(O)c1cc(N2C(=O)C3CCCCC3C2=O)ccc1NCc1cccnc1 (stereo unspecified)
  -13 | 12%
CCOc1ccc(C2C(C#N)=C(N)Oc3nc[nH]c(=O)c32)cc1OC (stereo unspecified)
  -1 | 3.6%
CCC(NC(=O)NC1CCCCC1)c1ccccc1 (stereo unspecified)
  . | -4.9%
Cn1c(N2CCOCC2)c(/C=N/OC(=O)c2cccnc2Cl)c2ccccc21
  65 | 1.9%
O=c1c(C=Nc2cccnc2Cl)c(O)n(CCCCl)c(=O)n1C1CCCCC1
  . | 1.0%
Cn1c(=O)cc(OCCCC(=O)NCc2ccccn2)c2ccccc21
  1 | 1.3%

Pulled by structure from the list above, 2 records:
Values in the order – RmlCD inh 1536 | M. tuberculosis GlmU
CCC(NC(=O)NC1CCCCC1)c1ccccc1 (stereo unspecified)
  . | -4.9%
Cc1ccc(N2C(=O)CC(Cc3cc(C)cc(C)c3)C2=O)cc1 (stereo unspecified)
  5 | 3.5%

Next structures:
Values in the order – RmlCD inh 1536 | M. tuberculosis GlmU
CCOC(=O)N1CCN(C(=O)c2ccc(OC)cc2)CC1
  -5 | 3.2%
CCOC(=O)c1sc2ccc(S(=O)(=O)N3CC(C)CC(C)C3)cc2c1N (stereo unspecified)
  -19 | 2.2%
O=C(COC(=O)c1cccnc1)NC1CCCc2ccccc21 (stereo unspecified)
  -3 | -3.8%
CC[n+]1ccc2cc(OC)c(OC)cc2c1Cc1ccc(OC)c(OC)c1
  10 | 5.1%
C=CCC1(C)C(=O)N(c2ccccc2)c2ccccc21 (stereo unspecified)
  . | 1.8%
Cc1ccc(/C=N/NC(=O)c2ccc(Cn3cc([N+](=O)[O-])cn3)o2)cc1
  -10 | 4.4%
Cc1[nH]c2ccccc2c1/C=N/NC(=O)c1cc(C(C)C)[nH]n1
  -11 | -2.9%
COc1ccc(S(=O)(=O)Cc2ccc(C(=O)NCCc3cc(OC)ccc3OC)o2)cc1
  4 | -1.8%
CCOC(=O)c1c(-c2ccc(C)cc2)csc1NC(=S)NC(=O)c1ccccc1
  . | 2.4%
CN(C)c1nnnn1Cc1ccccc1
  0 | .
Cc1nc2sc(C(c3ccc(Cl)cc3)N3CCN(c4ccccc4F)CC3)c(O)n2n1 (stereo unspecified)
  -7 | 1.1%
O=C(NCc1cccnc1)C1CC(=O)N(CCc2ccccc2)C1 (stereo unspecified)
  . | 5.2%
Cc1nnc(NC(=O)CSc2ccc(-c3cccnc3)nn2)s1
  4 | 0.8%
COC(=O)/C(=N\Nc1ccccc1)Sc1nnc(-c2ccc(OC)cc2)n1C
  -3 | 7.0%
ClCc1ncc(-c2ccc(Cl)cc2)o1
  -7 | 12%

Source: PubChem BioAssay
